Bioassay records from PubChem.
Vif imaging: HIV Vif self-association inhibitors, primary screen, imaging, HEK293T, single point | HEK293T cells, Vif self-association by quenched fluorescence, 24 h | 340,000 tested, 0.35% active | inhibition, % at 7.49 µM; in the data active means inhibition above about 50%, passing the limit was not always enough; further: some results filed as inactive read as strong as hits
LRH-1 inv ag: LRH-1 (NR5A2) inverse agonists, primary screen, cell-based, luminescence, HEK293T, StAR-luciferase reporter. LRH-1 transfected, 24 h. inhibition, % at 3.6 µM. 360,000 tested, 0.13% active. AID 602396, 2012;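 active means inhibition above the mean inhibition of all tested compounds plus 3 SD, cut at about 73% in these data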;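 further: 0% = DMSO wells and 100% = reporter-only cells lacking LRH-1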
Target sequence (O00482 whole entry, looked up): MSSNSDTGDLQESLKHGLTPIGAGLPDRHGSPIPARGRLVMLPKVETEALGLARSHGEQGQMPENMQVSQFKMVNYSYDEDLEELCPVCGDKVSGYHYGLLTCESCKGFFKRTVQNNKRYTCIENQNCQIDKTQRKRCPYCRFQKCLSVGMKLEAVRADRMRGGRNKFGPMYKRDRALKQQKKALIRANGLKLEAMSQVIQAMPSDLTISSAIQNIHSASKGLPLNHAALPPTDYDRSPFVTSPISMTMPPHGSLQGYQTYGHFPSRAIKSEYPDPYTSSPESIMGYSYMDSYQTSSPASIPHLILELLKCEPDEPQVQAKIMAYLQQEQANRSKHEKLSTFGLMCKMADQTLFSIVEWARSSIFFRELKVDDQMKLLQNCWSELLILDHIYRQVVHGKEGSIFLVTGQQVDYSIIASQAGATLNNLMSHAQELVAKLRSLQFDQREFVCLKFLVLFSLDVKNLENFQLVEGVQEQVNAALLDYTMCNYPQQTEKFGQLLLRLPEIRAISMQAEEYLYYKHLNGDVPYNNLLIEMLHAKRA
LMP1 NFkB inh: EBV LMP1-driven NF-kappaB luciferase reporter inhibitors, primary screen, cell-based, luminescence, single point | LMP1-induced NF-kappaB luciferase reporter cells | AID 504558, 2011 | inhibition, % at 12.5 µM | 350,000 tested, 0.69% active; in the data active means inhibition above about 41%;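 further: 0% = neutral control wells and 100% = reference inhibitor control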
TLR9-MyD88 block: inhibitors of TLR9-MyD88 association in cells, primary screen, cell-based, CHO, BLA complementation, fluorescence | Toll-like receptor 9 (Homo sapiens) + Myeloid differentiation primary response protein … | CCF4 FRET ratio | inhibition, % at 4.98 µM | 340,000 tested, 0.21% active | AID 504734, 2011;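 active means inhibition above the mean over all tested compounds plus 3 SD, cut at about 21% in these data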;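 further: 0% = DMSO only wells and 100% = clavulanate BLA inhibitor control wells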
TROY signal inh: inhibitors of TROY-driven NF-kB signaling, primary screen, Q293 LMP1-TROYcd cells, NF-kB luciferase, uHTS; Q293 LMP1-TROYcd NF-kB luciferase reporter, 4 h; inhibition, % at 10 µM; 360,000 tested, 0.98% active; AID 1347056, 2019;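 active means compounds whose plate-normalised and pattern-corrected inhibition of the luciferase reporter signal at the single screening dose is 50% or more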
COUP-TFII inh: NR2F2 transcriptional activity inhibitors, primary screen, cell-based, luciferase reporter, HEK293T, luminescence | inhibition, % at 8.6 µM | 370,000 tested, 0.7% active | AID 686940, 2013 | HEK293T NGFI-A luciferase reporter | COUP transcription factor 2 (Homo sapiens), P24468;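 active means inhibition above a per-plate cutoff, mean inhibition of test wells between control levels plus 3 SD, cut at about 38% in these data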;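 further: cells cotransfected with COUP-TFII expression vector driving the NGFI-A reporter; 0% = median of COUP-TF2 test wells and 100% = reporter-only cells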
Target sequence (P24468 whole entry, looked up): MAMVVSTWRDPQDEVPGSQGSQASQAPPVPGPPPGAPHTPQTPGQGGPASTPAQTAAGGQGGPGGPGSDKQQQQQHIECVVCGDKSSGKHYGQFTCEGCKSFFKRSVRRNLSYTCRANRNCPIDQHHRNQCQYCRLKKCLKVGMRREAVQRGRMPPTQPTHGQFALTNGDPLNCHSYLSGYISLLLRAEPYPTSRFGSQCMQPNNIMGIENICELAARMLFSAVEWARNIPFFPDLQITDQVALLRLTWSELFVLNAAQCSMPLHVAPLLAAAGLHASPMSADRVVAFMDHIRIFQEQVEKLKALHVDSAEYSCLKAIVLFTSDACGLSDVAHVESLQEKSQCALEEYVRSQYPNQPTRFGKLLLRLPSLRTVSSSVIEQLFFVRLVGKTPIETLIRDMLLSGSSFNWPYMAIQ
SRC1 inh: SRC1 coactivator transcriptional activity inhibitors, primary screen, cell-based, luminescence; inhibition, % at 3.6 µM; Nuclear receptor coactivator 1 (Homo sapiens), Q15788; AID 588354, 2011; 360,000 tested, 0.12% active; HEK293 GAL4-SRC1 luciferase reporter;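 active means inhibition above the campaign mean plus 3 SD, with each screening campaign given its own cutoff, cut at about 60% in these data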;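 further: 0% = DMSO treated cells and 100% = gossypol at 36 µM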
SRC2 inh: inhibition of GAL4-SRC2 driven luciferase reporter, primary screen, SRC2 inhibitor project, cell-based, luminescence; Nuclear receptor coactivator 2 (Homo sapiens), Q15596; HEK293 GAL4-SRC2 luciferase reporter; 370,000 tested, 0.17% active; inhibition, % at 9 µM;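 active means inhibition above the mean inhibition of all tested compounds plus 3 SD, set per campaign, cut at about 52% in these data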;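 further: 0% = DMSO treated cells and 100% = cells given Gossypol at 36 µM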
NOD2-RIPK2 inh: NOD2-RIPK2 binding disruptors in cells, primary screen, fluorescence, CHO cells, BLA complementation; Receptor-interacting serine/threonine-protein kinase 2 (Homo sapiens), O43353; CCF4 ratio; inhibition, % at 4.98 µM; 360,000 tested, 0.38% active; in the data active means inhibition above about 21%;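 further: 0% = vehicle only and 100% = reference blocker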
SRC3 inh: SRC3 coactivator transcriptional activity inhibitors, primary screen, cell-based, luminescence; Nuclear receptor coactivator 3 (Homo sapiens), Q9Y6Q9; 360,000 tested, 0.17% active; inhibition, % at 3.6 µM; HEK293 GAL4-SRC3 luciferase reporter;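 active means inhibition above a per-campaign cutoff, the mean of all compounds plus 3 SD, cut at about 60% in these data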;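 further: 0% = DMSO-treated cells and 100% = gossypol-treated cells at 36 µM; higher means less SRC3-driven luciferase light from the GAL4 reporter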
TRAIL sens C8: viability loss with TRAIL in NB7+C8 cells, primary screen, TRAIL sensitizer project, cell-based, ATPlite luminescence; inhibition (viability loss, TRAIL sensitization), % at 10 µM; 360,000 tested, 1% active; AID 624354, 2012;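 active means compounds causing at least 50% loss of cell viability in the single-dose screen, relative to plate controls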
* = called active by the depositor. The list is partial (hit frequency here may not be typical).

`CCn1c(C)c(C(C)=O)c(N2CCN(C(c3ccccc3)c3ccccc3)CC2)nc1=S` gave Vif imaging -1, LRH-1 inv ag 8, LMP1 NFkB inh 31, TLR9-MyD88 block 8, TROY signal inh 1, COUP-TFII inh -3, SRC1 inh 0, SRC2 inh -11, NOD2-RIPK2 inh -5, SRC3 inh 24 and TRAIL sens C8 6.
Screening CC(=O)NN1C(=O)/C(=C2/Sc3ccc(Cl)cc3N2C)SC1=S returned Vif imaging -1, LRH-1 inv ag 1, LMP1 NFkB inh -7, TLR9-MyD88 block -9, TROY signal inh -14, COUP-TFII inh -9, SRC1 inh -25, SRC2 inh -6, NOD2-RIPK2 inh 3, SRC3 inh -1 and TRAIL sens C8 -12.
`CC(=O)Nc1ccc(NC(=O)C(C)OC(=O)c2ccc3c(c2)OCCO3)cc1` (centres undefined) gave Vif imaging 3, LRH-1 inv ag -10, LMP1 NFkB inh 2, TLR9-MyD88 block -9, TROY signal inh 6, COUP-TFII inh -11, SRC1 inh -15, SRC2 inh 7, NOD2-RIPK2 inh -13, SRC3 inh 1 and TRAIL sens C8 9.
Screening CCOC(=O)CCc1c(C)c2ccc(OCc3cc([N+](=O)[O-])ccc3OC)cc2oc1=O returned Vif imaging -6, LRH-1 inv ag 4, LMP1 NFkB inh -1, TLR9-MyD88 block 11, TROY signal inh 23, COUP-TFII inh 0, SRC1 inh -28, SRC2 inh 11, NOD2-RIPK2 inh -12, SRC3 inh 10 and TRAIL sens C8 11.
For Cn1c(SCc2ccc(Cl)cc2)nnc1-c1ccc2nonc2c1 the results were Vif imaging -15, LRH-1 inv ag -6, LMP1 NFkB inh -6, TLR9-MyD88 block -5, TROY signal inh 2, COUP-TFII inh -1, SRC1 inh 11, SRC2 inh -29, NOD2-RIPK2 inh -10, SRC3 inh 11 and TRAIL sens C8 11.
For CC(=O)c1cc(F)c(N2CCCCCC2)cc1C the results were Vif imaging -4, LRH-1 inv ag -21, LMP1 NFkB inh 1, TLR9-MyD88 block -7, TROY signal inh -34, COUP-TFII inh 7, SRC1 inh -4, SRC2 inh -4, NOD2-RIPK2 inh 6, SRC3 inh -10 and TRAIL sens C8 14.
Cc1onc(-c2c(Cl)cccc2Cl)c1C(=O)N1C(C)CCCC1C (centres undefined) was read as Vif imaging 8, LRH-1 inv ag 22, LMP1 NFkB inh 0, TLR9-MyD88 block -5, TROY signal inh -1, COUP-TFII inh 13, SRC1 inh 6, SRC2 inh -20, NOD2-RIPK2 inh -9, SRC3 inh 13 and TRAIL sens C8 -1.
N#C/C(=C(/O)c1ccc(-c2cccc([N+](=O)[O-])c2)o1)c1nc2ccccc2s1 was read as Vif imaging -2, LRH-1 inv ag 3, LMP1 NFkB inh -1, TLR9-MyD88 block 6, TROY signal inh 8, COUP-TFII inh 6, SRC1 inh -1, SRC2 inh 2, NOD2-RIPK2 inh 2, SRC3 inh -5 and TRAIL sens C8 31.
For COc1ccc(C(=O)NNC(=O)C(Cc2ccc(O)cc2)NC(=O)c2ccccc2NC(=O)c2ccc(OC)cc2)cc1 (centres undefined) the results were Vif imaging 0, LRH-1 inv ag 5, LMP1 NFkB inh 2, TLR9-MyD88 block -3, TROY signal inh -2, COUP-TFII inh 11, SRC1 inh -20, SRC2 inh -5, NOD2-RIPK2 inh 1, SRC3 inh 2 and TRAIL sens C8 22.
For OC1CCN(c2c3c(nc4cc(-c5ccc(Cl)cc5)nn24)CCC3)CC1 the results were Vif imaging 4, LRH-1 inv ag -44, LMP1 NFkB inh -13, TLR9-MyD88 block -3, TROY signal inh -20, COUP-TFII inh -26, SRC1 inh -14, SRC2 inh -9, NOD2-RIPK2 inh -4, SRC3 inh -4 and TRAIL sens C8 6.
Screening O=C(COc1ccc(C(=S)N2CCOCC2)cc1)N1CCCC1 returned Vif imaging 2, LRH-1 inv ag 0, LMP1 NFkB inh -16, TLR9-MyD88 block -14, TROY signal inh 9, COUP-TFII inh -6, SRC1 inh -15, SRC2 inh -38, NOD2-RIPK2 inh -2, SRC3 inh 9 and TRAIL sens C8 4.
For N#CNC(=Nc1cccc(Cl)c1)Oc1ccccc1 the results were Vif imaging 1, LRH-1 inv ag -1, LMP1 NFkB inh 1, TLR9-MyD88 block 6, TROY signal inh 0, COUP-TFII inh 11, SRC1 inh -9, SRC2 inh -6, NOD2-RIPK2 inh -1, SRC3 inh 6 and TRAIL sens C8 -10.
For O=Cc1cccnc1SCc1ccccc1 the results were Vif imaging -7, LRH-1 inv ag -17, LMP1 NFkB inh 4, TLR9-MyD88 block 8, TROY signal inh 0, COUP-TFII inh 5, SRC1 inh -8, SRC2 inh -25, NOD2-RIPK2 inh 10, SRC3 inh 12 and TRAIL sens C8 -18.
CCOc1ccc(S(=O)(=O)NCCC(=O)NCC(c2ccc(F)cc2)N2CCOCC2)cc1 (centres undefined) was read as Vif imaging -9, LRH-1 inv ag -16, LMP1 NFkB inh -6, TLR9-MyD88 block 1, TROY signal inh 1, COUP-TFII inh 9, SRC1 inh 4, SRC2 inh -36, NOD2-RIPK2 inh 3, SRC3 inh -8 and TRAIL sens C8 -9.
Cn1c(N)c(C(=O)COC(=O)CC2CC3CCC2C3)c(=O)n(C)c1=O (centres undefined) was read as Vif imaging -3, LRH-1 inv ag 24, LMP1 NFkB inh 3, TLR9-MyD88 block -4, TROY signal inh 8, COUP-TFII inh -1, SRC1 inh -3, SRC2 inh -6, NOD2-RIPK2 inh -10, SRC3 inh -3 and TRAIL sens C8 -6.
`COC(=O)c1[nH]c(=O)c2ccccc2c1OCc1ccccc1` gave Vif imaging 1, LRH-1 inv ag -12, LMP1 NFkB inh -12, TLR9-MyD88 block -8, TROY signal inh 1, COUP-TFII inh -6, SRC1 inh 0, SRC2 inh 2, NOD2-RIPK2 inh -1, SRC3 inh 16 and TRAIL sens C8 -1.
For CCC(=O)Nc1ccc(-c2ccc(N3CCN(C)CC3)nn2)cc1 the results were Vif imaging -4, LRH-1 inv ag -18, LMP1 NFkB inh 1, TLR9-MyD88 block -18, TROY signal inh -1, SRC1 inh -13, NOD2-RIPK2 inh -4, SRC3 inh -37 and TRAIL sens C8 5.
Screening c1ccc(N2CCN(c3nc4cc5c(cc4s3)OCCO5)CC2)cc1 returned Vif imaging -21, LRH-1 inv ag -64, LMP1 NFkB inh -2, TLR9-MyD88 block -6, TROY signal inh -20, COUP-TFII inh -34, SRC1 inh -69, SRC2 inh -39, NOD2-RIPK2 inh 1, SRC3 inh -61 and TRAIL sens C8 7.
`O=C(Nc1ncc([N+](=O)[O-])s1)c1ccccc1Br` gave Vif imaging -12, LRH-1 inv ag -59, LMP1 NFkB inh -14, TLR9-MyD88 block -2, TROY signal inh -9, COUP-TFII inh -5, SRC1 inh -50, SRC2 inh -26, NOD2-RIPK2 inh 17, SRC3 inh -65 and TRAIL sens C8 -2.
For CCOC(=O)C1CCN(S(=O)(=O)c2ccc3c(c2)NC(=O)C(C)C(=O)N3)CC1 (centres undefined) the results were Vif imaging 5, LRH-1 inv ag -10, LMP1 NFkB inh 2, TLR9-MyD88 block -3, TROY signal inh -3, COUP-TFII inh -19, SRC1 inh 0, SRC2 inh 2, NOD2-RIPK2 inh -8, SRC3 inh 8 and TRAIL sens C8 -23.
`Cn1nc(C(=O)N2CCOCC2)c([N+](=O)[O-])c1C(=O)N1CCOCC1` gave Vif imaging 11, LRH-1 inv ag 10, LMP1 NFkB inh 0, TLR9-MyD88 block -2, TROY signal inh -6, COUP-TFII inh 9, SRC1 inh 1, SRC2 inh 1, NOD2-RIPK2 inh 5, SRC3 inh 1 and TRAIL sens C8 -7.
`Cc1ccc(-c2nc3ccc(C)cn3c2Cc2ccccn2)cc1` gave LRH-1 inv ag -116, TROY signal inh -52, COUP-TFII inh -43, SRC2 inh -71, NOD2-RIPK2 inh -3 and TRAIL sens C8 11.
Screening N/C(=N\OC(=O)CCN1C(=O)c2ccccc2C1=O)c1ccccn1 returned Vif imaging 14, LRH-1 inv ag -2, LMP1 NFkB inh 3, TLR9-MyD88 block -8, TROY signal inh -5, COUP-TFII inh -10, SRC1 inh 1, SRC2 inh 3, NOD2-RIPK2 inh -6, SRC3 inh -7 and TRAIL sens C8 -9.
`CC1CCCC(NC(=O)c2ccc3c(c2)N(Cc2ccccc2)C(=O)CS3=O)C1C` (centres undefined) gave Vif imaging -3, LRH-1 inv ag 10, LMP1 NFkB inh -14, TLR9-MyD88 block -10, TROY signal inh -10, COUP-TFII inh 0, SRC1 inh 3, SRC2 inh 4, NOD2-RIPK2 inh -8, SRC3 inh -3 and TRAIL sens C8 -4.
For Cc1cc(C(=O)N2CCCC(CNS(=O)(=O)c3cccs3)C2)nn1C (centres undefined) the results were Vif imaging 3, LRH-1 inv ag 9, LMP1 NFkB inh 4, TLR9-MyD88 block 2, TROY signal inh -8, COUP-TFII inh -1, SRC1 inh -12, SRC2 inh -38, NOD2-RIPK2 inh -2, SRC3 inh 7 and TRAIL sens C8 -7.
Screening O=C(COc1ccc2c(-c3ccccc3)cc(=O)oc2c1)Nc1ccc(CN2CCOCC2)cc1 returned Vif imaging 5, LRH-1 inv ag 6, LMP1 NFkB inh -2, TLR9-MyD88 block 5, TROY signal inh 5, COUP-TFII inh 9, SRC1 inh -13, SRC2 inh 9, NOD2-RIPK2 inh 9, SRC3 inh -18 and TRAIL sens C8 14.
`C=CCN(c1ccc(C(=O)Nc2ccc3c(c2)OCO3)cc1)S(C)(=O)=O` gave Vif imaging 11, LRH-1 inv ag -12, LMP1 NFkB inh -4, TLR9-MyD88 block 10, TROY signal inh -2, COUP-TFII inh -1, SRC1 inh 3, SRC2 inh -9, NOD2-RIPK2 inh -4, SRC3 inh 3 and TRAIL sens C8 1.
For CC(C)Cc1nnc(NC(=O)CCC(=O)N2CCN(Cc3ccccc3)CC2)s1 the results were Vif imaging -1, LRH-1 inv ag 13, LMP1 NFkB inh 0, TLR9-MyD88 block -15, TROY signal inh 4, COUP-TFII inh 0, SRC1 inh -17, SRC2 inh 36, NOD2-RIPK2 inh -1, SRC3 inh 20 and TRAIL sens C8 -6.
